Compound activity from PubChem BioAssay.
Vif-A3F inh – qHTS for Inhibitors of Vif-A3F Interactions: qHTS | Potency, µM (titrated, usually from 46.1 µM), inactives show at the highest dose activity, negative = active | AID 602313, 2012 | hit rate 0.2% among 390,000 | HeLa A3F-eYFP + Vif (tagged APOBEC3F with the HIV-1 protein that degrades it), YFP fluorescence increase; also: potency is read from the fitted curve at half-maximal effect; % of control where 0% means no effect; nearly all actives have a fitted effect of over 65% in size
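Fluorescence increase (Ex 488/Em 500-530) after overnight compound treatment at 37 deg C flags inhibition of Vif-driven A3F-eYFP loss in stable HeLa A3F-eYFP/Vif cells seeded overnight beforehand.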
LDHA inh – qHTS assay for inhibitors of human lactate dehydrogenase | purified LDHA, NADH/diaphorase-resazurin fluorescence; stronger effect = lower value | activity change, % (values are at about 110 or 230 µM) | hit rate 0.15% among 480,000 | L-lactate dehydrogenase A chain (Homo sapiens), P00338; in the data active = activity change below about -30%; inconclusive = mostly about -25% to -30%;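 also: plate controls were DMSO wells for no effect and wells without enzyme for full effect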
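Enzyme activity of human lactate dehydrogenase 5 (2 nM; 0.06 mM NADH, 0.2 mM pyruvate, 5 min, RT) is measured via a resazurin/diaphorase fluorescence readout of residual NADH.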
TrxR1 substrate – qHTS Assay for Substrates of Mammalian Selenoprotein Thioredoxin Reductase 1 (TrxR1): qHTS. purified TrxR1 substrate turnover, NADPH consumption readout. Potency, µM (series often up to 114 µM), without a hit: top-dose activity change, negative = substrate turnover. hit rate 0.01% among 390,000. Thioredoxin reductase 1, cytoplasmic (Rattus norvegicus), O89049; also: potency is read from the fitted curve at half-maximal effect; % is scaled to controls: 0 for no effect and ±100 for the full control effect; nearly all actives have a fitted effect of over 50% in size
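Rat TrxR1, dispensed at 90 nM, was prereduced with 400 uM NADPH (final) for 5 min at ~22 deg C, then incubated with compound 15 min before 400 uM selenite. A first-read NADPH fluorescence drop versus no-compound background flagged substrates.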
Vif-APOBEC3G blk – qHTS for Inhibitors of Vif-A3G Interactions: qHTS; AID 602310, 2012; Potency, µM (doses to about 46.1 µM), inactives show at the highest dose activity, negative = active, most hits filed as inhibitors; HeLa A3G-eYFP + Vif (tagged APOBEC3G with the HIV-1 protein that degrades it), YFP fluorescence, overnight; hit rate 0.076% among 410,000;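 also: potency is read from the fitted curve at half-maximal effect; % is scaled to controls: 0 for no effect and ±100 for the full control effect; nearly all actives have a fitted effect of over 60% in size; hits raise eYFP signal because A3G escapes Vif-driven loss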
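Read-out is eYFP fluorescence (Ex 488/Em 500-530) from Vif-expressing HeLa A3G-eYFP cells; more signal means A3G escaped Vif-mediated degradation. Cells plated overnight, compound pinned in, incubated overnight at 37 deg C.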
USP1 inh – Inhibitors of USP1/UAF1: Primary Screen; recombinant USP1/UAF1, Ub-Rhodamine cleavage fluorescence; Potency, µM (top dose mostly 57.1 µM), for inactives: top-dose activity change, negative = inhibition, most hits filed as inhibitors; hit rate 0.23% among 390,000; AID 743255, 2014; also: potency is read from the fitted curve at half-maximal effect; % is scaled to controls: 0 for no effect and ±100 for the full control effect; nearly all actives have a fitted effect of over 60% in size; inactives centre near -12
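USP1/UAF1 complex at 1 nM was preincubated with compound for 15 min at room temperature, then Ub-Rho substrate (150nM final) was added. Fluorescence (480/540 nm) was read kinetically, 6 reads every 60 seconds.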
mIDH1 inhibitor – qHTS for Inhibitors of mutant isocitrate dehydrogenase 1 (IDH1): qHTS | Isocitrate dehydrogenase [NADP] cytoplasmic (Homo sapiens), O75874 | IDH1-R132H enzyme, NADPH consumption, diaphorase/resazurin fluorescence | Potency, µM (highest dose often 76.6 µM), inactives show at the top dose activity change, negative = inhibition, actives largely listed as inhibitors | hit rate 0.093% among 390,000; also: potency is read from the fitted curve at half-maximal effect; % is scaled to controls: 0 for no effect and ±100 for the full control effect; nearly all actives have a fitted effect of over 65% in size
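IDH1-R132H (0.5 ug/mL) preincubated 30 min with compound, then NADPH (0.016 mM) and alpha-KG (2 mM) added; 80 min at RT, pH 7.5. Remaining NADPH coupled via diaphorase/resazurin to fluorescence (540/590 nm); concentration-response curves normalized to no-enzyme control.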
GRP78 ERSR act – qHTS for Inducers of the Endoplasmic Reticulum Stress Response (ERSR) in Human Glioma: qHTS; U87-MG GRP78 promoter luciferase reporter, 16 h; Potency, µM, for inactives: at the top dose activation, actives largely listed as activators; hit rate 0.02% among 420,000; also: potency is read from the fitted curve at half-maximal effect; series mostly up to about 76 µM; % of control where 0% means no effect; nearly all actives have a fitted effect of over 35% in size
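Stably transfected U87-MG glioma cells carrying a GRP78-based luciferase sensor; 16 h compound incubation. Luminescence end-point read 10 min after Bright-Glo addition at room temperature.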
PI4K2A inh – qHTS for small molecular inhibitors of PI4K2A | activity change, negative = inhibition, % at 76.9 µM | purified PI4K2A, ADP-Glo luminescence, 1 h; stronger effect = lower value | hit rate 0.13% among 420,000 | Phosphatidylinositol 4-kinase type 2-alpha (Homo sapiens), Q9BTU6; in the data active = activity change below about -50%; inconclusive = mostly about -30% to -49%;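 also: -100% = wells without enzyme as full effect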
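ADP-Glo luminescence measured ADP generated by PI4K2A enzyme (4 ug/mL before mixing) with 1.2 mM PI substrate (pre-mix) and 300 microM ATP (pre-mix). Tris pH7.5 buffer with MgCl2, Triton X-100; 1 h reaction at ambient temperature.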
RXFP1 agonist – qHTS Assay for Agonists of the Relaxin Receptor RXFP1; hit rate 0.3% among 370,000; HEK293T-RXFP1 cAMP TR-FRET, 30 min; response scale: percent of porcine relaxin response, buffer zero; Potency, µM (series often up to 57.5 µM), without a hit: at the highest dose activation, actives largely listed as activators; AID 2676, 2010; Relaxin receptor 1 (Homo sapiens), Q9HBX9; also: potency is read from the fitted curve at half-maximal effect; % is scaled to controls: 0 for no effect and ±100 for the full control effect; nearly all actives have a fitted effect of over 60% in size; many of its hits are not listed in these tables
Target sequence (Q9HBX9 whole entry, looked up): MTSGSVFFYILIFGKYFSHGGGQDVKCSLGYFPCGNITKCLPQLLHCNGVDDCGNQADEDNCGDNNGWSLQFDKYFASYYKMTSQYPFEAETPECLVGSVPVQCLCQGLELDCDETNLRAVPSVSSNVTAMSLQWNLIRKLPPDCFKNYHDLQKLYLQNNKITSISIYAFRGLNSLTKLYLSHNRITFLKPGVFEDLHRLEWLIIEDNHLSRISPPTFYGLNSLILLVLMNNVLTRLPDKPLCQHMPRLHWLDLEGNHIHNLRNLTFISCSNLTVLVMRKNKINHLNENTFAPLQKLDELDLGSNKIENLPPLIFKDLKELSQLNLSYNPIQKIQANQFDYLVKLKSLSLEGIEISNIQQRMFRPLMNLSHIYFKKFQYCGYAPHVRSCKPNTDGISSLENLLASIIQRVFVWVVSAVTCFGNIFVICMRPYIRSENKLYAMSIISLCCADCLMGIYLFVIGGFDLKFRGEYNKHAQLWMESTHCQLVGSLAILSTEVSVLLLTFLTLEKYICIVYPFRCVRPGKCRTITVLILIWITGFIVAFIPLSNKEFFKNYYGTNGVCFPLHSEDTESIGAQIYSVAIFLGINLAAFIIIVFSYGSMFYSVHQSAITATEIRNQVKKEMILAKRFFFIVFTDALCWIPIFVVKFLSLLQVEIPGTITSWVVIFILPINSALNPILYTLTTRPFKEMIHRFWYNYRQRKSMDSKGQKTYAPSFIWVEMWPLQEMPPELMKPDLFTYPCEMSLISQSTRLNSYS
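HEK293T cells stably expressing RXFP1 were pretreated with the PDE4 inhibitor Ro 20174, exposed to compounds for 30 min at 37C, lysed, and cAMP was read by TR-FRET. Data normalized to buffer (basal) and 29 nM porcine relaxin (100%).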
The depositor's hits bear a star; ? = inconclusive; · = no result given; [ ] = another dose, or the depositor's remark. Unless noted, calls follow the shape of the dose curve; as a rule, active = well fitted curve in the direction sought with a large enough effect; inconclusive = small, poorly fitted or top-dose-only effect, or another doubt; inactive = no such curve, though single readings can be large; an effect the other way counts as inactive or inconclusive.

SMILES	Vif-A3F inh	LDHA inh	TrxR1 substrate	Vif-APOBEC3G blk	USP1 inh	mIDH1 inhibitor	GRP78 ERSR act	PI4K2A inh	RXFP1 agonist
COc1ccc(C(=O)NCCn2cc(SCC(=O)Nc3cccc(C)c3)c3ccccc32)cc1	-1.0%	-0.9	4.3%[11.4 µM]	2.9%	-16.9%	-6.3%	-3.5%	-2.1	0.9%
Cc1cccc(C)c1OCCCN1CCCC1	1.0%	-13.2	-4.3%	-0.1%	-13.7%	3.9%	-0.3%	6.7	-0.1%
COc1cc(/C=N/NC(=S)NCc2ccccc2)ccc1OCC#N	-4.5%	-8.0	9.9%	-1.1%	-9.8%	-4.3%	-6.1%	-4.4	6.4%
Cc1cc(Br)ccc1NC(=O)CCS(=O)(=O)c1cccc2nsnc12	-5.5%	3.1	9.8%[2.29 µM]	-17.4%	-0.2%	22.7%	-1.0%	3.3	-2.2%
O=C(COc1ccc2ccc(=O)oc2c1)Nc1c(Cl)cccc1C(F)(F)F	0.4%	0.9	17.0%	-8.3%	-23.7%	-6.0%	-1.8%	0.6	0.8%
CN(Cc1ccc(Cl)cc1Cl)C(=O)C1CSC2(C)CCC(=O)N12 (centres undefined)	-1.4%	-5.8	·	0.0%	-22.2%	9.6%	2.6%	-4.5	·
O=[N+]([O-])c1ccc(COc2cccc3cccnc23)cc1	-4.4%	-3.4	10.3%[57.1 µM]	0.1%	-17.2%	11.1%	4.5%	-7.4	3.1%
CC1CCN(c2c(NCc3ccc(C(=O)NCc4ccco4)cc3)c(=O)c2=O)CC1	-0.1%	-0.3	-3.3%	-4.4%	?	7.1%	-3.3%	3.7	3.8%
O=C(CSc1ncc(-c2ccccc2)n1-c1ccccc1)NCc1ccco1	-1.3%	-2.8	4.2%	-0.6%	-17.8%	20.4%	-2.4%	0.4	0.2%
CC(C)OC(=O)c1cccc(NC(=O)Cn2nnc3sc4c(c3c2=O)CCCC4)c1	·	0.7	-5.3%	·	?	·	·	-1.5	-0.5%
Cn1c(=O)c2cc(C(=O)N3CCN(c4ccc(Cl)cc4)CC3)sc2c2ccccc21	1.3%	0.9	-0.6%	-6.5%	-5.3%	0.0%	-3.0%	0.8	2.8%
Cc1ccccc1C(=O)NNC(=O)c1ccc(F)cc1	-0.1%	-9.0	-1.4%[57.1 µM]	1.6%	5.7%	3.3%	7.1%	0.1	-0.4%
Cn1nccc1C(=O)N1CCOCC1	-4.2%	-8.8	1.0%	0.4%	-13.0%	-7.9%	4.1%	-1.7	2.6%
COc1ccccc1/C=N/N1C(=O)C2C3C=CC(CC3)C2C1=O (centres undefined)	-26.8%	-2.2	-1.0%[57.1 µM]	-7.4%	?	-4.4%	-1.3%	-3.6	-3.4%
COc1ccc(NC(=O)c2ccc(-c3ccc(F)cc3)o2)cc1OC	2.7%	-1.1	·	0.7%	?	-0.6%	-2.8%	2.5	·
Cc1nc(=O)c(-c2ccccc2)c(C)n1-c1ccccc1	7.5%	1.1	4.0%	0.9%	-19.1%	16.9%	-1.6%	-2.9	-1.9%
Cc1cnc(C(=O)Nc2ccc3c(c2)CCC3)cn1	-6.8%	-4.2	-3.5%	-0.7%	6.1%	0.1%	-9.7%	-7.8	0.4%
CC(=O)N1CCN(CCN(CC2C(C)C=C(C)CC2C)C(C)=O)CC1 (centres undefined)	0.5%	-0.1	9.7%[57.1 µM]	0.8%	0.4%	2.0%	-5.5%	3.2	0.1%
Cc1ccccc1C(=O)Nc1ccc(CN2CCOCC2)cc1	5.3%	-1.2	0.1%	-5.7%	-1.9%	1.4%	-1.0%	0.5	-0.3%
CCN1CCN(c2ccc(S(=O)(=O)N3CCCCC3)cc2NC(=O)CC(C)c2ccccc2)CC1 (centres undefined)	3.6%	-6.9	4.1%	4.7%	-13.8%	-8.6%	-4.9%	5.4	0.5%

A draw from above in order of count of non-hydrogen atoms, falling:
SMILES	Vif-A3F inh	LDHA inh	TrxR1 substrate	Vif-APOBEC3G blk	USP1 inh	mIDH1 inhibitor	GRP78 ERSR act	PI4K2A inh	RXFP1 agonist
CC(C)OC(=O)c1cccc(NC(=O)Cn2nnc3sc4c(c3c2=O)CCCC4)c1	·	0.7	-5.3%	·	?	·	·	-1.5	-0.5%
Cc1cc(Br)ccc1NC(=O)CCS(=O)(=O)c1cccc2nsnc12	-5.5%	3.1	9.8%[2.29 µM]	-17.4%	-0.2%	22.7%	-1.0%	3.3	-2.2%
O=[N+]([O-])c1ccc(COc2cccc3cccnc23)cc1	-4.4%	-3.4	10.3%[57.1 µM]	0.1%	-17.2%	11.1%	4.5%	-7.4	3.1%

Just USP1 inh, RXFP1 agonist and Vif-APOBEC3G blk, for some of the entries so far:
SMILES,USP1 inh,RXFP1 agonist,Vif-APOBEC3G blk
COc1ccc(NC(=O)c2ccc(-c3ccc(F)cc3)o2)cc1OC,?,·,0.7%
Cc1nc(=O)c(-c2ccccc2)c(C)n1-c1ccccc1,-19.1%,-1.9%,0.9%

The listing continues.
SMILES	Vif-A3F inh	LDHA inh	TrxR1 substrate	Vif-APOBEC3G blk	USP1 inh	mIDH1 inhibitor	GRP78 ERSR act	PI4K2A inh	RXFP1 agonist
COCc1cc(C)nc(N2CCOCC2)c1C#N	-0.8%	-4.6	63.2%[activator]	-23.4%	-21.2%	6.3%	-1.5%	-0.9	-2.0%
O=C(Cc1ccccc1)Nc1ccc(C(=O)NCC2COc3ccccc3O2)cc1 (centres undefined)	-1.2%	-12.9	2.0%[57.1 µM]	-7.3%	-10.5%	1.0%	2.3%	1.8	0.7%
O[C@@H]1CN(Cc2cccs2)[C@@H](c2ccc(Cl)cc2)C[C@H]1n1cc(C2CC2)nn1	-17.0%	-11.5	·	?	-4.7%	-8.7%	1.0%	-0.3	·
O=C(Cc1ccc(S(=O)(=O)N2CCOCC2)s1)NC1CCCCC1	5.8%	-6.9	0.8%	-6.3%	-14.5%	0.6%	1.0%	-4.5	0.1%
CC1CCCN(S(=O)(=O)c2ccccc2[N+](=O)[O-])C1 (centres undefined)	-2.6%	-8.6	-3.7%	0.6%	-1.1%	4.0%	-5.6%	1.6	3.8%
Cn1cccc1Cc1nnc(SCC(=O)Nc2ccc(Cl)cc2)n1-c1ccc(F)cc1	7.8%	-0.2	5.6%[57.1 µM]	-4.7%	-11.9%	-0.4%	-3.9%	0.8	7.3%
CCC1CCCCN1Cc1nc(Cc2ccccc2Cl)no1 (centres undefined)	4.5%	-7.3	-2.7%	-6.4%	-7.2%	0.1%	-0.2%	-1.0	-1.0%
CN(Cc1ccccc1)C(=O)Cn1nnc(-c2ccccc2)c1COc1ccc2ccccc2c1	·	0.7	·	-4.2%	·	·	-3.9%	-0.4	·
Cc1ccc(C)c(NC(=O)CSc2nc(C)cs2)c1	1.5%	-1.0	-1.1%	0.3%	-20.0%	13.7%	-5.4%	9.2	-1.7%
Cc1ccc(C(=O)Nc2sc3c(c2C(=O)O)CCCCC3)o1	1.2%	-15.1	8.1%[57.1 µM]	-4.7%	-10.9%	21.4%	-14.4%	?	-0.7%
CCOC(=O)NCc1ccc(CNC(=O)OCC)cc1	4.2%	-0.6	-6.0%	-0.3%	-5.5%	1.8%	-0.2%	-9.7	3.3%
CCCc1ccc(OCCNC(=O)c2ccco2)cc1	-2.3%	3.5	9.0%	1.0%	?	3.5%	2.4%	-3.9	5.0%
Cc1ccc(CNC(=O)CCC(=O)c2cccs2)cc1	1.1%	0.0	-9.9%	0.2%	-6.0%	1.1%	1.9%	-5.5	-1.4%
O=C(Nc1ccccc1Cl)c1cccc(NC(=O)C2CCCC2)c1	6.6%	-1.4	-1.2%	0.1%	-24.7%	-2.5%	-0.6%	-4.7	-0.4%
Cc1cccc(NC(=O)c2ccc(CN3CC(=O)N4CCCCC4C3=O)cc2)c1C (centres undefined)	4.4%	-17.7	-15.2%	-1.7%	-16.9%	-11.9%	-1.7%	-0.1	-2.0%
COC(=O)c1ccc(NC(=O)c2ccccc2CC[N+](=O)[O-])cc1	4.1%	-7.7	5.2%	-2.8%	-28.6%	3.7%	3.6%	1.8	0.1%
Cc1cccc(C(=O)C2CCOC(C)(C)C2)c1 (centres undefined)	7.0%	-7.5	1.5%	-1.9%	0.6%	2.5%	1.0%	-1.5	-1.0%
Cc1nc2c(ncn2-c2ccccc2)c(=O)n1NC(=O)CN1CCCCC1	-8.3%	-2.9	2.8%	1.3%	-19.4%	4.1%	-0.4%	5.4	-0.9%

The list is partial; rates above refer to the full screens.
